ERK EGF block – blocks ERK signaling stimulated by EGF. HEK293-V1b, EGF-stimulated phospho-ERK AlphaScreen. AID 1454. Potency, µM (highest dose often 11.5 µM), inactives show at the highest dose activity change, negative = inhibition, actives largely listed as inhibitors. 0.41% of 130,000 active; active means well fitted inhibition curve with a large enough effect; inconclusive means small, poorly fitted or top-dose-only effect, or effect the other way;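 further: plate controls were stimulated vehicle wells for no effect and unstimulated vehicle basal for full effect; nearly all actives have a fitted effect of over 55% in size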
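HEK293 cells stably expressing V1b receptor, serum-reduced (1% FBS) overnight, pretreated 30 min with compound, then stimulated 5 min with 25 nM EGF; phospho-ERK detected by AlphaScreen SureFire. AC50 from Hill fits, normalized to DMSO and EGF.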
Numbers without * were called inactive; ? = inconclusive; [ ] = remark or other dose. Potency means the concentration at half of the fitted maximal effect.

| Molecule | ERK EGF block |
| --- | --- |
| COc1ccc(C(=O)N/C(=C\c2ccc3c(c2)OCO3)C(=O)Nc2cccc(C(=O)O)c2)cc1 | 5% |
| COc1ccc(-c2nc(-c3ccccc3)ncc2S(C)(=O)=O)cc1 | 1% |
| O=C(O)CC(SCC(=O)Nc1ccc(S(=O)(=O)N2CCCC2)cc1)C(=O)O (configuration not stated) | -14% |
| N#C/C(=C\c1ccc(OC(=O)c2ccc(Cl)s2)cc1)c1nc2ccccc2[nH]1 | -7% |
| O=C(CCC(=O)Nc1ccccc1)N/N=C/C=C/c1ccccc1 | 5% |
| COC(=O)c1ccc(C(NC(=O)OCc2ccccc2)/C(C)=C/[C@@H](C)C(=O)NCCN2CCOCC2)cc1 (some centres not stated) | 11% |
| CCOc1ccc(NC(=O)Nc2cccnc2)cc1 | 2% |
| C=CCNC(=O)C1(c2ccccc2)CC1(Cl)Cl (configuration not stated) | 4% |
| Cc1cccc(Oc2nccc(C(F)(F)F)c2C(=O)Nc2ccc(F)cc2F)c1 | 0%[57.5 µM] |
| Cn1nc(C(=O)OCC(=O)c2ccc[nH]2)c2ccccc2c1=O | -5% |
| CSc1n[nH]c(NC(=O)c2c(-c3c(Cl)cccc3Cl)noc2C)n1 | 6%[57.5 µM] |
| COc1cc2[nH]c(=O)n(CCCCCC(=O)NCCCN3CCC(C)CC3)c(=O)c2cc1OC | 2% |
| O=C(Nc1cccc(NC(=S)NC(=O)c2cccs2)c1)c1ccccc1 | -1% |
| CCN(CC)C(=O)c1cnn(-c2ccccc2)c1NC(=O)c1cccs1 | 5% |
| COc1ccc(-c2ccc(CCC(=O)O)n2-c2ccccc2O)cc1 | 1%[57.5 µM] |
| Cc1cc(Nc2ccccc2C(=O)O)n(-c2cccc(Cl)c2)n1 | 5%[57.5 µM] |
| CCOc1nc(NC(=O)NS(=O)(=O)c2ccccc2F)nc(-c2ccccc2)n1 | -1% |
| CNS(=O)(=O)c1c(C)cc(C)c(N(C)S(=O)(=O)c2ccccc2)c1C | 3% |
| COc1cccc(NC(=O)N2CCCC2)c1 | 7% |
| Cc1ccc(S(=O)(=O)CCc2nnc(NC(=O)c3cccs3)s2)cc1 | -10% |
| O=S(=O)(NCCSc1ccccn1)c1ccc(Br)cc1 | 5% |
| CNS(=O)(=O)c1ccc(NC(=O)c2ccc(Cl)cc2Cl)cc1 | 6% |
| CC(=O)c1ccc(OCCCC(=O)Nc2cccc(S(=O)(=O)N(C)C)c2)cc1 | 3% |
| COc1ccccc1/C=N/Nc1cc(N(C)C)nc(N(C)C)n1 | ? |
| Cc1ccc(S(=O)(=O)N2CCCN(c3nc4cc(C)ccc4cc3C#N)CC2)cc1 | ? |
| CCOCC(=O)Nc1cccc(OC)c1 | -1% |
| CCO[C@H]1OC(C(=O)N2CCN(C)CC2)=C[C@@H](c2csc3ccccc23)[C@@H]1CCCO | -10%[57.5 µM] |
| Cc1ccc(S(=O)(=O)NN=C2CCN(Cc3ccccc3)CC2)cc1 | 12% |
| CCc1ccc(Nc2n[n+](C)c(-c3ccc(C(=O)O)cc3)s2)cc1 | -1%[57.5 µM] |
| CCOC(=O)c1c(NC(=O)CSc2nnc(C)o2)sc(C)c1C | ? |
| N#C/C(=N\Nc1ccc(Cl)cc1)C(=O)c1ccsc1 | -11%[57.5 µM] |
| CCOc1ccc(CNC(=S)NCc2ccc(OCC)cc2)cc1 | -8% |
| COc1ccccc1CN1CCCC2(CCN(C(=O)c3cccn3C)CC2)C1 | -11% |
| CCOC(=O)C1=C(C)Nc2ccccc2N=C1NC(=O)C(CC)c1ccccc1 (configuration not stated) | -1% |
| O=C(Oc1ccccc1C(=O)Oc1ccccc1)c1cccnc1 | -19% |
| O=C1CC(c2ccc(Cl)cc2)CC(=O)C1CS(=O)(=O)c1ccccc1 (configuration not stated) | 0% |
| NS(=O)(=O)c1ccc(CNC(=O)Cc2ccccc2F)cc1 | -1% |
| O=c1c(C(c2ccccc2)c2c(O)sc3ccccc3c2=O)c(O)sc2ccccc12 | ? |
| Cc1ccc(N(CC(=O)Nc2c(C)n(C)n(-c3ccccc3)c2=O)S(C)(=O)=O)cc1C | 18% |
| COc1ccc(C2NC(c3ccc(OC)cc3)C(c3ccccc3)C(=O)C2c2ccccc2)cc1 (configuration not stated) | 5% |
| CCc1cc(C(=O)c2ccc(OC)cc2)c(N)s1 | 3%[57.5 µM] |
| Cn1cc2ccc([N+](=O)[O-])cc2n1 | -1%[57.5 µM] |
| O=S(=O)(c1ccc(Br)s1)N1CCc2ccccc2C1 | -2% |
| O=C(O)c1ccc(Nc2nc(-c3cccnc3)nc3ccccc23)cc1 | -5%[57.5 µM] |
| CSc1nnc(-c2ccccc2SC)o1 | 0% |
| O=c1ccc2c(OCCCCc3ccccc3)c3ccoc3cc2o1 | ? |
| COc1ccc(Cl)cc1NC(=O)CN(C)CC(=O)Nc1ccc(Br)cc1 | 6% |
| O=[N+]([O-])c1ccc(COc2ncnc3ccccc23)cc1 | -4% |
| COc1ccc(NC(=O)N2CC[C@@]3(CCCNC3)C2)cc1 | 1% |
| Cc1ccc(NC(=O)C(C)S)cc1 (configuration not stated) | -12%[57.5 µM] |
| COc1cc(C2c3cc4c(cc3C(O[C@@H]3OC5COC(c6cccs6)OC5C(O)C3O)C3COC(=O)C23)OCO4)cc(OC)c1O (some centres not stated) | -10% |
| CC(=O)c1c(C)[nH]c(C(=O)Nc2nccs2)c1C | 6% |
| O=C(O)[C@H]1C(=CCO)O[C@H]2CC(=O)N12 | -15% |
| CCOC(=O)CN(C(=O)CNC(=O)c1cccs1)C(C(=O)NC1CCCCC1)c1cccnc1 (configuration not stated) | 1% |
| CC(C)Cn1c(SC(C)C(=O)Nc2ccc(N3CCOCC3)cc2)nc2ccccc21 (configuration not stated) | -13% |
| Cc1ccc(-c2csc(NC(=S)NC(=O)c3cccs3)n2)cc1 | 3% |
| COc1cc(CCCN2C(=O)C(=O)NC[C@@H]2C(C)O)cc(OC)c1OC (some centres not stated) | -4%[57.5 µM] |
| CC1=CCC2([N+](=O)[O-])CN(CC(=O)O)CC1([N+](=O)[O-])C2 (configuration not stated) | 13% |
| Cc1nn(-c2ccccc2)c(C)c1[N+](=O)[O-] | 7% |
| Cc1cnc(C(=O)Nc2ccc(N3CCCCC3)cc2)cn1 | 0% |

Next entries:
| Molecule | ERK EGF block |
| --- | --- |
| CNC(=O)N/N=C(\N)c1ccccn1 | -1%[57.5 µM] |
| CC(C)CCNC(=O)C1CC(c2ccc(C(F)(F)F)cc2)=NO1 (configuration not stated) | 0%[57.5 µM] |
| Cc1nc([N+](=O)[O-])c(C(=O)O)n1C | 9% |
| CCOc1ccc(S(=O)(=O)n2c(C)nc3ccccc32)cc1 | -7% |
| COc1ccc(C(=O)/C=C/Nc2ccc(S(=O)(=O)Nc3ncccn3)cc2)cc1 | 1% |
| CC(C)(C)OC(=O)N1CCC(CNC(=O)Nc2ccccc2)CC1 | 8%[57.5 µM] |
| COc1ccc(/C=N/NC(=O)CSc2ccccc2)cc1OC | -10% |
| COc1ccc(C(=S)N2CCCC2)cc1 | 5% |
| O=C(O)/C=C/C(=O)Nc1ccc(Oc2ncnc3cc(Cl)ccc23)nc1 | -8%[57.5 µM] |
| CCn1c(CCCCc2n[nH]c(=S)n2CC)n[nH]c1=S | 3% |
| CC(C)C[C@H](NC(=O)C1(c2ccccc2)CCN(C(=O)[C@H]2CSCN2C(=O)OC(C)(C)C)CC1)C(=O)O | -16% |
| CCN(C(=O)COC(=O)c1ccc(Cl)c(N)c1)C1CCS(=O)(=O)C1 (configuration not stated) | 4% |
| CCc1cc(CNC(=O)CCc2nnc(Cc3cccc(C)c3)o2)on1 | 6% |
| COc1ccc(C2CC(c3ccc4ccccc4c3OC(C)=O)=NN2C(C)=O)cc1 (configuration not stated) | 3%[57.5 µM] |
| C=C(C)C(=O)N1CC2(CC(c3cccc(NC(=O)/C(C)=C\C)c3)=NO2)C[C@H]1C(N)=O (some centres not stated) | -4%[57.5 µM] |
| CCSc1nnc(Cc2cc(=O)[nH]c(=O)[nH]2)n1-c1ccc(Cl)cc1 | -5%[57.5 µM] |
| CC(C)(Oc1ccc(CCNC(=O)c2ccc(-c3ccc(Cl)cc3)o2)cc1)C(=O)O | -7% |
| O=C(Nc1nnc(-c2ccc3c(c2)OCCO3)o1)C1CCCCC1 | -1% |
| Nc1ccc2c(c1)C(=O)Cc1ccccc1S2 | 17% |
| CCCn1c(C)nc2c(N(CCN(C)C)Cc3ccccc3)nc(C)nc21 | -7% |

Molecules above that contain a tert-butyl group:
| Molecule | ERK EGF block |
| --- | --- |
| CC(C)(C)OC(=O)N1CCC(CNC(=O)Nc2ccccc2)CC1 | 8%[57.5 µM] |
| CC(C)C[C@H](NC(=O)C1(c2ccccc2)CCN(C(=O)[C@H]2CSCN2C(=O)OC(C)(C)C)CC1)C(=O)O | -16% |

Next results follow:
| Molecule | ERK EGF block |
| --- | --- |
| CCCCN(C)CCNC(=O)CCNC(=O)Cn1ccc2ccccc2c1=O | -10% |
| CCOC(=O)c1cnc(-n2nc(C)cc2C)nc1NNc1nc(C)cc(C)n1 | -8%[57.5 µM] |
| CCOC(=S)SCC(=O)Nc1ncc(C)s1 | 9%[57.5 µM] |
| CCOCCCn1c(NN)nc2ccccc2c1=O | -7%[57.5 µM] |
| O=C(NC1CCCCC1)c1ccc(NS(=O)(=O)c2cccc3cccnc23)cc1 | 13% |
| COc1ccc(C(=O)NCC2(c3ccccc3)CCOCC2)cc1 | -9%[57.5 µM] |
| Cn1c(SCC(=O)NCC2CCCO2)nc2c([nH]c3ccccc32)c1=O (configuration not stated) | 10% |
| Cc1ccc(S(=O)(=O)NCCCCCC(=O)Nc2c(C)n(C)n(-c3ccccc3)c2=O)cc1 | -4% |
| CC(C)n1ncc2c(C(=O)O)cc(C3CC3)nc21 | 3%[57.5 µM] |
| O=C(NCCc1ccc(Cl)cc1)C1CCN(c2ncccn2)CC1 | 9% |
| O=C(NCc1cccnc1)c1ccc(Cn2cc(C(F)(F)F)ccc2=O)cc1 | -7% |
| Cc1cccc(C)c1NC(=S)Nc1ccccc1C(=O)NCc1ccco1 | 5% |
| Cc1nnc(NC(=O)c2ccccc2Oc2ccccc2)s1 | -7% |
| Cc1ccc(CCNC(=O)C23C[C@H]4C[C@@H](C2)CC(n2nnc(C)n2)(C4)C3)cc1 | 9% |
| COc1cc2c(cc1OC)C1Cc3ccc(OC)c(OC)c3CN1CC2 (configuration not stated) | 7% |
| CCO[C@@H]1OC(C(=O)N2CCN(C)CC2)=C[C@H](c2coc3ccccc3c2=O)[C@H]1CCCO | 5%[57.5 µM] |
| O=C(COc1cccc(F)c1)N1c2ccccc2Sc2ccccc21 | 9% |
| Fc1ccc(Sc2ccccc2CNC2=NCCN2)cc1 | 17% |
| Cc1ccc(NC(=O)[C@@H]2CCCN2S(=O)(=O)c2ccccc2C(F)(F)F)cc1S(=O)(=O)N1CCOCC1 | -7% |
| O=C(c1ccco1)N1CCCN(Cc2cn[nH]c2-c2ccc(-c3ccccc3)cc2)CC1 | -8% |
| COc1ccc(-n2c(C)cc(C(=O)CCl)c2C)cc1 | 0% |
| c1ccc(N2CCOCCOCCOCCOCCOCC2)cc1 | 11% |
| O=C(CSc1nnc(NC(=O)c2ccccc2Cl)s1)Nc1ccc2c(c1)oc1ccccc12 | 5% |
| COc1ccc(C/C(C)=N/NC(=O)c2cccnc2)cc1 | 0% |
| COc1ccc(NC(=S)N(CCO)Cc2ccccc2)cc1 | 4% |
| O=C(CNC(=O)c1ccc(Cl)cc1)Nc1ccccc1C(F)(F)F | -18% |
| CCC1=C2CC[C@H]3C(=O)N(CC)C(=O)[C@H]3[C@H]2[C@@]2(Cc3ccccc3)C(=O)N(CCOC)C(=O)N2C1=O | -13% |
| COc1ccc(NC(=O)N2CC3(CCN(C(C)=O)CC3)C2)cc1 | 1% |
| O=[N+]([O-])c1ccc2[nH]c(O)c(N=NC(=S)NCC3CCCO3)c2c1 (configuration not stated) | 3% |
| CCN(CC)CCNC(=O)/C(=C\c1cccn1C)NC(=O)c1cccs1 | 3% |
| O=C(c1cc(COc2ccc3ncccc3c2)on1)N1CCCCCC1 | -2% |
| Cc1cc(N(CC(=O)NC(C)C)S(C)(=O)=O)ccc1Br | 10% |
| O=C(CN(C(=O)CSc1nc2ccccc2o1)c1ccccc1F)NC1CCCCC1 | -3% |
| Cc1ccc2[nH]c(=O)cc(C(=O)OCC(=O)c3ccccc3)c2c1 | 8% |
| COc1ccc(CCN(Cc2ccccn2)C(=S)Nc2ccccc2Cl)cc1OC | 1% |
| CCN(CC)C(=O)CSc1nnc(-c2ccccn2)n1-c1ccccc1OC | -3%[57.5 µM] |
| O=C1NC2(CCCCCC2)Oc2ccccc21 | 2% |
| Cc1cccc(C(=O)Nc2ccnc(-c3ccncc3)n2)c1 | -1% |
| COC(=O)N1CCN(CCc2ccccc2)CC1 | -7% |
| CCOC(=O)CSc1nc(-c2ccccc2)nc2ccc(C)cc12 | 19% |
| Cc1nn(Cc2ccccc2)c(C)c1NC(=O)CSc1nc2c(c(C(F)(F)F)n1)CCc1ccccc1-2 | 1% |
| C=CCNc1nc(Cl)nc(Nc2ccc(OCC)cc2)n1 | -4% |
| CCOc1ncccc1C(=O)NCc1ccccc1F | 4% |
| Cc1ccc(NC(=O)COC(=O)CCc2c[nH]c3ccccc23)cc1[N+](=O)[O-] | 5% |
| O=C(COc1ccc(Cl)cc1)N1CCN(Cc2ccc3c(c2)OCO3)CC1 | 15% |
| COc1ccc(NC(=O)CCC(=O)N(Cc2ccc(OC)c(OC)c2)c2nccs2)cc1 | -6% |
| COc1ccc(N(Cc2nnc3n2CCCCC3)C(=O)Nc2ccccc2)cc1 | -12% |
| O=C1NN=C(c2ccc(Cl)cc2)CC1c1c[nH]c2ccccc12 (configuration not stated) | -3% |
| CCCCn1c(NC(=O)c2ccco2)c(S(=O)(=O)c2ccc(C)cc2)c2nc3ccccc3nc21 | 0% |

Some of the compounds tested, so the mix of outcomes need not match the whole.
